Source: PubChem BioAssay (National Center for Advancing Translational Sciences (NCATS))
HepG2 tox: HepG2 cytotoxicity, counter-screen for TGF-b inhibitors; HepG2 CAGA-GFP viability, ATP luminescence, 18 h; Potency, µM (top dose mostly 46.1 µM), for the others: top-dose activity change, negative = cytotoxicity, hits mostly cytotoxic; actives 0.76% (n = 410,000); AID 588856; also: potency is read from the fitted curve at half-maximal effect; some results filed as inactive show a strong effect at the top dose
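CellTiter-Glo luminescence gave cytotoxicity after 18 hours at 37 degrees C. The cells were HepG2 CAGA-GFP in 1% FBS DMEM, stimulated with 500 pg/mL TGF-beta after compound addition. %Activity was normalised to no-cell wells (complete cell-killing) and DMSO (no toxicity), and curves were fitted and classified.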
Nrf2 activator: activators of Nrf2 (ARE) signaling; AREc32 ARE-luciferase reporter (MCF7-derived line), luminescence, 24 h; Potency, µM (doses to about 46.1 µM), for inactives: at the highest dose activation, most hits filed as activators; actives 0.31% (n = 410,000); AID 624171; also: potency is read from the fitted curve at half-maximal effect; % of control where 0% means no effect; nearly all actives have a fitted effect of over 65% in size
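ARE activation measured as luciferase luminescence (Steady-Glo, 30 min RT) in AREc32_Fluc cells after 24 hr compound exposure at 37 deg C, 5% CO2; cells seeded overnight at 1000/well in OPTI-MEM, 5% FBS.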
A549 viability: A549 cytotoxicity, counter-screen for Nrf2 inhibitors. A549 ARE-Fluc cells, CellTiter-Fluor viability, 18-24 h. Potency, µM (doses to about 46 µM), for inactives: at the top dose activity change, negative = cytotoxicity, hits mostly inhibitors. actives 0.16% (n = 390,000). AID 504648; also: potency is read from the fitted curve at half-maximal effect; % is scaled to controls: 0 for no effect and ±100 for the full control effect
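Cytotoxicity counterscreen: CellTiter-Fluor fluorescence was measured in A549 ARE_Fluc cells after 18-24 h of compound exposure in a concentration series. The subsequent BugLite luminescent read reports ARE-luciferase activity.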
Nrf2 inh: inhibitors of Nrf2 signaling. AID 504444. A549 ARE-Fluc reporter, luciferase luminescence, 18-24 h. actives 2.1% (n = 360,000). Potency, µM (titrated, usually from 46 µM), inactives show top-dose activity change, negative = inhibition, hits mostly inhibitors; also: potency is read from the fitted curve at half-maximal effect; % is scaled to controls: 0 for no effect and ±100 for the full control effect; nearly all actives have a fitted effect of over 60% in size
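A549 ARE_Fluc cells (5000/well, 5% FBS OPTI-MEM) pre-incubated 2 h, then treated with compounds 18-24 h at 37C/5% CO2 in concentration-response. CellTiter-Fluor viability read first; BugLite luciferase luminescence after 15 min at room temperature gives Nrf2 activity.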
TGFb SMAD3 inh: inhibitors of TGF-b signaling | AID 588855 | HepG2 CAGA-GFP TGF-b/SMAD3 reporter, GFP fluorescence, 18 h; TGF-beta stimulated, 500 pg/mL final | Potency, µM (series often up to 46.1 µM), without a hit: at the highest dose activity, negative = inhibition, actives largely listed as inhibitors | actives 1.2% (n = 410,000); also: potency is read from the fitted curve at half-maximal effect; % is scaled to controls: 0 for no effect and ±100 for the full control effect; nearly all actives have a fitted effect of over 65% in size
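Cell-based qHTS in HEPG2 carrying a CAGA-GFP Smad reporter; compounds added before 500 pg/mL final TGF-beta, 18 h incubation at 37 degrees C, GFP fluorescence quantified per cell by imaging cytometry.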
EPAC2 agonist: agonists of human EPAC2 (RAPGEF4) | Q8WZA2 | EPAC2 activation, biochemical qHTS; response scale: 100% = 6.5 mM cAMP response | actives 0.079% (n = 360,000) | Potency, µM (top dose mostly 154 µM), for the others: top-dose activation, most hits filed as activators | AID 720711; also: potency is read from the fitted curve at half-maximal effect; nearly all actives have a fitted effect of over 50% in size
Target sequence (Q8WZA2 whole entry, looked up): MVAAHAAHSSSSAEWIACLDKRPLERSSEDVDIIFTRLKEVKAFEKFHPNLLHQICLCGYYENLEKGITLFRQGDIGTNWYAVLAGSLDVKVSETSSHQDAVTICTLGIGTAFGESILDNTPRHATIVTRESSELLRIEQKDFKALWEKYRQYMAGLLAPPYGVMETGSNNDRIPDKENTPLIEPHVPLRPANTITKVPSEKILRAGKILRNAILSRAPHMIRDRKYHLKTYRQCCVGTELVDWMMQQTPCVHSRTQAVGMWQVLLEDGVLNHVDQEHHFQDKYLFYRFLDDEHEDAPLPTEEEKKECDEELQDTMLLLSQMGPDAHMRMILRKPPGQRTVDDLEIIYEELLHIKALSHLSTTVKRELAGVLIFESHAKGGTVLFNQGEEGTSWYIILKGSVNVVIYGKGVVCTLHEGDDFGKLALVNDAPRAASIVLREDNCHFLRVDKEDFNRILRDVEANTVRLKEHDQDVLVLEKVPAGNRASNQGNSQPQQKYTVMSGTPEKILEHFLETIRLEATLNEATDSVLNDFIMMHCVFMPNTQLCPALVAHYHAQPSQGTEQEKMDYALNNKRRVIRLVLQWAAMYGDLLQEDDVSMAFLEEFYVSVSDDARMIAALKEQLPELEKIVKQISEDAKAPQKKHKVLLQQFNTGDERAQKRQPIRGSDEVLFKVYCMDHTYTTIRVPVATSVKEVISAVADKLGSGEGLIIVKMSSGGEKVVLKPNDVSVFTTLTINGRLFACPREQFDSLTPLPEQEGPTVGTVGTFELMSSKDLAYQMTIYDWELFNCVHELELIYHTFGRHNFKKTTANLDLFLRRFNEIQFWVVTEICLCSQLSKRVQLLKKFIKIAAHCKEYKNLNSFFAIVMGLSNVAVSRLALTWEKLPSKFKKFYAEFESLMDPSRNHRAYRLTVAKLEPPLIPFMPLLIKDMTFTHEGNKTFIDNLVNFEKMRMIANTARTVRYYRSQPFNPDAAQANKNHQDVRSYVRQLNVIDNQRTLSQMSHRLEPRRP
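Guanine nucleotide exchange by EPAC2 is measured as reduced fluorescence of BODIPY-GDP once it is released from 250 nM Rap1B. Plates are read kinetically for 30 min at room temperature; results are scaled to 6.5 mM cAMP.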
ATXN2 expr inh: ATXN2 expression inhibition; HEK-293 ATXN2-luciferase reporter, luminescence, 24 h; Potency, µM (highest dose often 57 µM), without a hit: at the top dose activity change, negative = inhibition, actives largely listed as inhibitors; actives 0.72% (n = 360,000); also: potency is read from the fitted curve at half-maximal effect; % is scaled to controls: 0 for no effect and ±100 for the full control effect; nearly all actives have a fitted effect of over 55% in size
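ATXN2-luciferase reporter cells (luciferase flanked by upstream and downstream ATXN2 gene portions) were treated 24 h at 37 °C with compounds at up to 57 uM. SteadyGlo luminescence gave expression; GF-AFC fluorescence gave viability.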
S2 tox: reduces viability in counter-screen for ATXN expression inhibitors; S2 cells (HEK-293 line with an ATXN2-luciferase reporter) viability, CellTiter-Fluor protease fluorescence, 24 h; Potency, µM (top dose mostly 56.7 µM), hits mostly cytotoxic; actives 0.49% (n = 400,000); AID 651635; also: potency is read from the fitted curve at half-maximal effect; nearly all actives have a fitted effect of over 40% in size
IL-2 act: activates IL-2 in a cell-based reporter assay; actives 0.065% (n = 360,000); AID 652025; activation, % (series mostly up to about 46 µM); IL-2 activation reporter assay, cell-based qHTS; stimulated with anti-CD3/CD4/CD28 beads; in transgenic mouse T cells; in the data active = activation above about 50%; inconclusive = mostly about 30% to 49%; also: 0% is about no effect
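Screening format: compound pinned onto unstimulated transgenic mouse T cells, 60 min incubation, then anti-CD3/anti-CD4/anti-CD28 bead stimulation for 18 hours at 37 degrees C, followed by EGFP and DsRed detection.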
An asterisk follows results filed as active; i = inactive; ? = inconclusive; . = not tested or not shown; & = joins results of further samples; [ ] = remark or other dose. Unless noted, calls follow the shape of the dose curve; as a rule, active = well fitted curve in the direction sought with a large enough effect; inconclusive = small, poorly fitted or top-dose-only effect, or another doubt; inactive = no such curve, though single readings can be large; an effect the other way counts as inactive or inconclusive.

SMILES	HepG2 tox	Nrf2 activator	A549 viability	Nrf2 inh	TGFb SMAD3 inh	EPAC2 agonist	ATXN2 expr inh	S2 tox	IL-2 act
O=S(=O)(c1ccc(F)cc1)c1nc(-c2ccccc2F)oc1N1CCCCC1	0.5%	4.6%	-11.7%	-21.1%	-35.2%	8.5%	1.4%	i	-2.4
CCOC(=O)c1ccc(NC(=O)C2=C(C)Nc3nc(SCc4ccc(Cl)cc4)nn3C2c2ccc(OC)cc2)cc1 (stereo not given)	-9.1%	0.5%	-0.3%	-9.0%	-15.2%	.	-8.9%	i	.
COC(=O)Cn1c(CN2CCN(c3ccc(OC)cc3)CC2)nc2c1c(=O)[nH]c(=O)n2C	1.6%	0.2%	-2.9%	-4.5%	?	.	.	.	.
CCn1c(Cc2c(C)[nH]c3ccccc23)n[nH]c1=S	4.7%	-0.8%	-1.9%	-3.7%	-0.1%	3.2%	48.4%[activator]	?	-0.3
CCOc1cccc(-c2c(C(=O)N/N=C(\C)c3ccccn3)nnn2-c2nonc2N)c1	-12.7%	-1.7%	0.5%	-0.8%	-15.7%	16.5%	.	?	2.3
CC1=NNC(=O)C1Oc1ccccc1 (stereo not given)	-39.4%	-1.8%	-4.2%	?	-0.1%	6.1%	0.8%	i	0.3
O=C(/C=C/c1ccc2c(c1)OCO2)Nc1nc(-c2ccccc2)cs1	-7.2%	1.0%	-20.8%	?	7.6%	5.6%	-24.5%	?	-3.1
Cc1ccc(Nc2c(-c3cc(Br)ccc3F)nc3cc(C)ccn23)cc1	-11.6%	4.2%	-0.4%	?	13.1%	.	-16.0%	i	.
COc1ccc(CC(=O)OC(C)C(=O)Nc2c(C)n(C)n(-c3ccccc3)c2=O)cc1OC (stereo not given)	-1.6%	-0.8%	9.3%	11.8%	-0.1%	4.0%	3.9%	i	0.7
c1ccc2c(N3CCCCC3)nc(N3CCOCC3)nc2c1	-32.6%	0.0%	1.3%	-4.7%	16.2%	3.2%	-13.2%[11.3 µM]	i	-2.3
Cc1csc(SCC(=O)N(C)CC(=O)Nc2ccccc2Cl)n1	-1.7%	-1.1%	0.0%	-17.9%	?	2.2%	1.0%	i	-1.4
COc1ccc(NC2CC(=O)N(c3cccc([N+](=O)[O-])c3)C2=O)cc1 (stereo not given)	-12.2%	0.1%	11.1%	7.6%	1.8%	1.0%	-12.9%	i	1.3
O=C(NCCc1c[nH]c2ccccc12)c1cc(Cl)c2c(c1)OCO2	-16.9%	5.1%	-0.8%	?	-11.4%	25.7%	50.3%[activator]	i	0.0
O=C(O)CCCN=C1NC2(CCCC2)Cc2ccccc21	0.0%	-0.3%	-0.3%	0.9%	-1.8%	0.9%	-0.9%	i	-0.4
CCOc1ccc(-n2c(=O)c3c(C)c(C)sc3n(Cc3ccc(C(C)(C)C)cc3)c2=O)cc1	-12.2%	3.3%	0.0%	-6.4%[9.27 µM]	12.7%	.	?	i	.
COc1ccc(/C=C/c2nc(C#N)c(N3CCC(C)CC3)o2)cc1OC	-17.2%	3.6%	-26.6%	-18.1%	?	.	.	.	.
CCc1ccc(C2c3[nH]c4ccccc4c3CCN2C(=O)c2cc(C)nn2C)cc1 (stereo not given)	-19.0%	-0.2%	-18.6%	18.2%	?	21.6%	-22.7%	i	-0.3
Cc1cccc(Cn2c(C)nc3ccc([N+](=O)[O-])cc3c2=O)c1	-12.6%	-0.1%	-2.4%	?	-17.8%	0.7%	-3.9%	i	-1.1
CNC(=S)NNc1nc(-c2ccccc2)c2cc(Cl)ccc2n1	-16.1%	0.1%	0.1%	-3.8%	21.5%	17.4%	6.2%	i	0.0
O=S1(=O)CCOCCCN1Cc1ccccc1F	9.1%&2.4%	-0.7%	-1.6%	-19.6%	0.4%&-11.7%	5.6%	-4.4%	i	0.6
COc1ccc(OC)c(C(=O)c2ccc(Cl)cc2)c1	1.9%	-0.3%	5.2%	-2.0%	-10.9%	12.7%	5.8%	i	-0.4
COc1ccc(CNC(=O)CNC(=O)N2CC(=O)Nc3ccccc32)cc1	7.7%	2.2%	0.5%	4.3%	0.4%	-1.5%	24.7%	i	-1.4
O=C1c2cccc3c([N+](=O)[O-])ccc(c23)C(=O)N1c1ccc(Cl)cn1	-0.6%	2.1%	20.8%	-3.8%	28.0%	9.1%	?	.	-3.6
CC(=O)N1c2c(cc(Br)cc2S(=O)(=O)N2CCCCC2)CC1C (stereo not given)	-0.4%	-0.8%	2.0%	?	-0.7%	12.7%	-15.9%	i	-0.7
CC(=O)c1cc(-c2ccc(F)cc2)n(CCC(=O)Nc2cc(C)[nH]n2)c1C	-30.7%	5.9%	2.1%	18.6%	14.6%	-2.5%	32.0%	i	1.6

Whole records from above. Order of screens: HepG2 tox | Nrf2 activator | A549 viability | Nrf2 inh | TGFb SMAD3 inh | EPAC2 agonist | ATXN2 expr inh | S2 tox | IL-2 act
O=S1(=O)CCOCCCN1Cc1ccccc1F across the screens: 9.1%&2.4% | -0.7% | -1.6% | -19.6% | 0.4%&-11.7% | 5.6% | -4.4% | i | 0.6
COc1ccc(OC)c(C(=O)c2ccc(Cl)cc2)c1 across the screens: 1.9% | -0.3% | 5.2% | -2.0% | -10.9% | 12.7% | 5.8% | i | -0.4

Later entries
SMILES	HepG2 tox	Nrf2 activator	A549 viability	Nrf2 inh	TGFb SMAD3 inh	EPAC2 agonist	ATXN2 expr inh	S2 tox	IL-2 act
N#C/C(=C\c1ccccc1)c1nc2ncccc2[nH]1	-6.0%	8.8%	1.4%	.	3.1%	2.1%	23.5%	i	-0.8
S=c1[nH]nc(-c2cnccn2)n1-c1ccccc1	0.3%	-0.8%	0.4%	9.0%	-3.0%	10.0%	3.6%	i	0.4
CCOc1cc(Br)c(C=O)cc1OCC	2.7%	-0.7%	1.2%	-6.8%	-20.7%	2.1%	-26.5%	?	-1.1
O=C(CSc1ncc(C(F)(F)F)cc1Cl)N1CCN(S(=O)(=O)c2ccc(Cl)cc2)CC1	-16.5%	-0.9%	2.9%	?	-20.8%	4.7%	-1.9%	i	0.2
Cc1nc(Cc2nnc(SCC(=O)N3CCN(c4ccc(F)cc4)CC3)o2)cs1	-5.5%	-0.8%	1.5%	1.6%	0.4%	2.0%	.	i	-0.4
COc1ccc(NS(=O)(=O)c2cccc(C(=O)NCc3ccccc3CN3CCOCC3)c2)cc1	-29.1%	-0.5%	?	?	-4.9%	-1.5%	-34.0%	i	-0.2
COc1cccc(CNCCCSc2nnnn2C)c1	1.7%	-2.6%	1.3%	4.9%	1.3%	.	-9.3%	i	.
CCOc1cc(CNCCO)cc(Br)c1OCc1ccccc1Cl	-106.3%	-2.6%	-0.1%	?	?	2.7%	-34.5%	i	-0.8
CCC(=O)N(Cc1cc2cc(OC)ccc2[nH]c1=O)c1cc(C)ccc1C	-12.6%	-0.4%	-0.3%	?	-3.0%	-5.6%	11.1%	i	-2.4
O=C(CN1CCCCC1)Nc1ccc(S(=O)(=O)c2ccc(NC(=O)CN3CCCCC3)cc2)cc1	10.8%	6.8%	10.3%	21.3%	6.6%	-2.3%	-24.3%	i	-0.7
CC(C)(C)c1ccc(S(=O)(=O)N2CCCCC2)cc1	7.1%	-0.3%	3.1%	10.7%	-20.6%	9.2%	3.6%	i	-3.7
C/C(=N/NC(=O)CSCc1ccc(Cl)cc1)c1cccc(NC(=O)c2ccccc2)c1	7.5%	-0.3%	-0.3%	10.4%	-4.3%	-6.9%	-19.3%	?	3.0
Cc1ccc(C2(C)NC(=O)N(CC(=O)N3CCN(S(=O)(=O)c4cccc([N+](=O)[O-])c4)CC3)C2=O)cc1 (stereo not given)	-32.0%	2.5%	-0.7%	-7.5%	-18.1%	16.3%	-3.7%	i	2.4
CN(CC(=O)NCCc1ccccc1)CC(=O)Nc1cccc(F)c1	0.0%	0.2%	-4.4%	1.0%	-0.2%	-0.8%	-0.5%	i	-0.6
NC(=O)c1nsc(C(=O)N(CC(=O)NCc2ccc3c(c2)OCO3)C2CCCC2)c1N	-6.6%	-0.1%	-3.5%	14.8%	-6.8%	6.6%	14.6%	?	-2.2
Cc1ccc(CNc2ncnc3[nH]ncc23)cc1	-2.2%	-0.7%	-11.0%	-10.0%	-0.8%	-0.5%	3.7%	?	1.3
Cc1no[n+]([O-])c1COc1cccc(/C=N/Nc2nncn2N)c1	-98.8%	-2.3%	0.7%	-1.6%	?	19.6%	?	i	-3.1
S=c1[nH]nc(-c2cccnc2)n1/N=C/c1ccco1	3.0%	?	0.8%	10.3%	6.6%	11.2%	2.3%	i	0.2
CCC(CO)Oc1cc(NC(=O)Cc2ccccc2)c2ncn(C(C)C)c2c1 (stereo not given)	-10.6%	0.7%	-5.4%	9.2%	10.2%	-0.1%	11.9%	i	-1.1

Sorted by value in IL-2 act (largest number first): five from the list above.
compound	TGFb SMAD3 inh	EPAC2 agonist	IL-2 act
CCc1ccc(C2c3[nH]c4ccccc4c3CCN2C(=O)c2cc(C)nn2C)cc1 (stereo not given)	?	21.6%	-0.3
O=C(CN1CCCCC1)Nc1ccc(S(=O)(=O)c2ccc(NC(=O)CN3CCCCC3)cc2)cc1	6.6%	-2.3%	-0.7
Cc1cccc(Cn2c(C)nc3ccc([N+](=O)[O-])cc3c2=O)c1	-17.8%	0.7%	-1.1
COc1ccc(CNC(=O)CNC(=O)N2CC(=O)Nc3ccccc32)cc1	0.4%	-1.5%	-1.4
CC(C)(C)c1ccc(S(=O)(=O)N2CCCCC2)cc1	-20.6%	9.2%	-3.7
